From PubChem
M4 antag: CHRM4 antagonism in calcium assay | P08173 | CHO-hM4 cells, ACh EC80, Fluo-8 calcium fluorescence | inhibition, % at 3 µM | 360,000 tested, 0.73% active | AID 624125;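 active = inhibition above its plate's cutoff, the mean inhibition of sample wells plus 3 SD, cut at about 27% in these data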;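 also: 0% = acetylcholine EC80 with DMSO and 100% = DMSO without agonist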
Target sequence (P08173 whole entry, looked up): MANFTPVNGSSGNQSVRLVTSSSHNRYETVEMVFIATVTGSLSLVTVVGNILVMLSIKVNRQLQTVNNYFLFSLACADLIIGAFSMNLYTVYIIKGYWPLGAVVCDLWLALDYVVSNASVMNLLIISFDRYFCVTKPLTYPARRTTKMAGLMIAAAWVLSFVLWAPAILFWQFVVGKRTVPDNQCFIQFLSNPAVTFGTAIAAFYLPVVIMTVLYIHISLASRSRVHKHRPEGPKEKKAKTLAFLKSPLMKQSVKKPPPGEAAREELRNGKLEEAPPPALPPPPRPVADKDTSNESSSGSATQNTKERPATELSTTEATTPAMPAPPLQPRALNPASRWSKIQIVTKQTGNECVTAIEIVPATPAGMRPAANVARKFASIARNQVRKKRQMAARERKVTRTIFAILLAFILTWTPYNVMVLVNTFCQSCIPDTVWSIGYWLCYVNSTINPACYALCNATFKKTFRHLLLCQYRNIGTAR
M5 PAM: positive allosteric modulators of human muscarinic M5 receptor. 360,000 tested, 0.3% active. CHO-K1 hM5, Fluo-8 calcium, ACh EC20 PAM; 0% = ACh EC20, 100% = ACh EC100. activation, % at 3 µM. AID 624038;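 active = activation above the run cutoff, the mean activation of all test compounds plus 3 SD, cut at about 18% in these data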
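System – CHO-K1 hM5 cells · Compound – 3 µM, single dose · Incubation – compound preincubation 140 s before EC20 acetylcholine addition · Technique – Fluo-8 calcium fluorescence · Measure – Max/basal fluorescence ratio as % of EC20–EC100 ACh window · Benchmarks – low control EC20 acetylcholine (0%), high control EC100 acetylcholine (100%) · Replication – singlicate, one well per test compound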
M5 antag: CHRM5 antagonism in calcium assay | AID 624040 | CHO-hM5 cells, Fluo-8 calcium fluorescence, ACh EC80 | P08912 | 360,000 tested, 0.59% active | inhibition, % at 3 µM;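 active = inhibition above a per-plate cutoff, the mean of that plate's test compounds plus 3 SD, cut at about 27% in these data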;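 also: 0% = acetylcholine EC80 with DMSO and 100% = DMSO without agonist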
M1 PAM: potentiates human M1 receptor response to acetylcholine. P11229. CHO-K1 hM1, Fluo-8 calcium fluorescence, ACh EC20; 0% = ACh EC20, 100% = maximal ACh. activation, % at 3 µM. 360,000 tested, 0.088% active. AID 588819; in the data active = activation above about 19%, passing the limit was not always enough
M5 ag: agonists of human muscarinic M5 receptor (CHRM5). P08912. CHO-K1 hM5 cells, Fluo-8 calcium fluorescence; 0% DMSO wells, 100% maximal acetylcholine response. AID 624037. 360,000 tested, 0.19% active. activation, % at 3 µM;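 active = activation above the run's mean over test compounds plus 3 SD, cut at about 23% in these data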;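 also: signal is peak over basal fluorescence ratio across the kinetic read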
M1 ag: activates human CHRM1 receptor; P11229; CHO-K1 hM1, Fluo-8 calcium fluorescence, agonist mode; 0% DMSO, 100% acetylcholine EC100; activation, % at 3 µM; 360,000 tested, 0.33% active; AID 588814;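 active = activation above the run's mean compound activation plus 3 SD, cut at about 16% in these data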;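 also: peak over basal fluorescence ratio within a 140 s kinetic read after compound addition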
M4 ag: CHRM4 agonism in calcium assay. P08173. CHO-K1 hM4/Gqi5, Fluo-8 calcium fluorescence; vehicle 0%, full acetylcholine response 100%. activation, % at 3 µM. 360,000 tested, 0.14% active;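 active = activation above the run mean over all test wells plus 3 SD, cut at about 32% in these data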;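 also: peak over basal fluorescence ratio per well then scaled between controls; 0% = DMSO wells and 100% = acetylcholine at EC100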
TAAR1 agonist: human TAAR1 agonism; CHO RD-HGA16 TAAR1, Fluo-8 calcium fluorescence; vehicle wells 0%, saturating PEA agonist 100%; activation, % at 3 µM; 360,000 tested, 0.99% active; AID 624467;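 active = activation above the mean activation of all test compounds in the run plus 3 SD, cut at about 38% in these data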
Target sequence (Q96RJ0 whole entry, looked up): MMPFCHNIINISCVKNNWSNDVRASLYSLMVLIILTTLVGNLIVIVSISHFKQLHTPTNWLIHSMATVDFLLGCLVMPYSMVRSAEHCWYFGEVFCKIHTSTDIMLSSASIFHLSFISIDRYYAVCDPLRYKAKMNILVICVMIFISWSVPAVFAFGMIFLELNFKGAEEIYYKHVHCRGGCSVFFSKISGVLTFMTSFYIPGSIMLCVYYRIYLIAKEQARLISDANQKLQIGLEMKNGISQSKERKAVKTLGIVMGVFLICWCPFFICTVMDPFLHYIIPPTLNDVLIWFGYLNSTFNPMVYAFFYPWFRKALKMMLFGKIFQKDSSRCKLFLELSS
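Assay system – CHO-derived RD-HGA16 cells with stable Gα16 and human TAAR1 · Compound dosing – one-point dosing at 3 µM (nominal) · Incubation – 17-24 h seeding, 75 min 37 °C dye, 30 min RT · Measured by – kinetic Fluo-8 calcium fluorescence · Control set – DMSO vehicle as 0%, PEA at EC100 as 100% · Repeats – single well for each compound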
CHRM1 antagonist: human CHRM1 antagonism. inhibition, % at 3 µM. CHO-K1 hM1, Fluo-8 calcium fluorescence, ACh EC80 antagonist. 360,000 tested, 1.3% active. P11229;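 active = percent inhibition above its own plate's cutoff, namely the mean of that plate's compound wells plus 3 SD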;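 also: peak over basal fluorescence ratio during 140 s after agonist addition; 0% = ACh EC80 plus DMSO and 100% = DMSO alone without agonist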
Active calls of the source: *; · = no result given. Only part of the results is shown, so the mix of outcomes need not match the whole.

SMILES	M4 antag	M5 PAM	M5 antag	M1 PAM	M5 ag	M1 ag	M4 ag	TAAR1 agonist	CHRM1 antagonist
COC(=O)c1ccc(SCC(=O)NCc2ccccc2)c([N+](=O)[O-])c1	8	-9	11	-4	-2	-5	0	-1	10
CC(=O)OC(C)C(=O)NS(=O)(=O)c1ccc(C)cc1 (stereo unspecified)	0	1	6	-1	-1	-1	0	4	-1
CCc1nonc1NC(=O)c1oc2ccccc2c1C	-3	9	1	0	-2	-5	0	0	2
Cc1nc2ccc(NC(=O)c3ccco3)cc2s1	-1	1	-6	10	-2	-6	1	2	-3
O=C(NC1CCCCC1)C(c1ccccn1)N(C(=O)c1csnn1)C1CC1 (stereo unspecified)	-2	-12	16	-8	2	-5	16	13	8
COc1cc(C(=O)OCC(=O)N2CC(C)OC(C)C2)cc(OC)c1OC (stereo unspecified)	0	3	-2	2	-1	-2	2	2	1
OCCOC1CCCc2oc(-c3ccccc3)c(C#CC3(O)CCCCC3)c21 (stereo unspecified)	10	3	-2	·	1	·	0	-1	·
O=C(Nc1nnc(Cc2ccccc2)s1)c1cccnc1	-28	-6	2	8	-2	-2	1	1	-10
Cc1cc2cc(CNC(=O)COc3ccccc3)ccc2n1C	2	1	7	-16	-5	-4	3	-1	13
COc1ccc(-n2c(SCc3ccc([N+](=O)[O-])cc3)nnc2-c2ccc(C)cc2)cc1	9	-18	10	-4	-4	-7	-1	4	3
Cc1ccc(NC(=S)/C(=C(\[O-])c2ccc(Cl)s2)[n+]2cccc(CO)c2)cc1C	3	2	5	3	-3	-8	0	0	-8
CC(C)C(NC(=O)c1c(F)cccc1F)C(=O)NCc1ccncc1 (stereo unspecified)	5	-6	7	-3	1	-4	0	1	3
CCOC(=O)C1CCCN(C(=O)c2ccncc2)CC1 (stereo unspecified)	-5	0	-3	6	0	-2	1	1	-12
CC1CCCN(c2nc3ccsc3c(=O)s2)C1 (stereo unspecified)	28*	-10	0	-23	-7	-6	-3	6	14
CCC(C(=O)OCC(=O)Nc1ccc(C(=O)Nc2ccc(OC)cc2)cc1)c1ccccc1 (stereo unspecified)	13	-22	36*	-23	0	0	20	14	20
Cc1nc(NC(=O)/C=C/c2ccc(F)cc2)sc1C(=O)N(C)C	-2	-6	-1	8	-2	-8	3	3	-4
CCC(C)Sc1nc2c(c(=O)[nH]c(=O)n2C)n1CCc1ccccc1 (stereo unspecified)	1	-5	0	5	-4	-3	0	12	-13
O=C(CSc1nc(NS(=O)(=O)c2ccccc2)cc(=O)[nH]1)Nc1ccc(F)cc1	2	3	1	9	0	-4	4	2	-15
Cc1ccc(N/N=C(/Sc2nnnn2-c2ccccc2)C(=O)c2ccccc2)cc1	-1	-2	2	7	-1	-6	-2	-1	2
COc1ccc(OC)c2nc3c(C(=O)NCCN(C)C)cccc3nc12	3	-7	15	0	-2	-9	0	4	5
CCOC(=O)C/C(N)=N/NC(=O)c1ccc(Cl)cc1Cl	-2	2	-3	-3	-3	-5	0	8	-6
O=C(NCC(c1ccc(F)cc1)N1CCOCC1)c1ccc(Br)o1 (stereo unspecified)	0	1	0	10	0	-2	6	9	-4
CN(C)CCCNc1nc2cc(-c3ccc(F)cc3)sc2c(=O)n1C	1	-2	5	1	-1	-6	0	0	-11
O=C1CCC(=O)N1CCCCCc1nc(-c2ccccc2)no1	0	3	-2	2	-1	1	3	12	-41
Cc1cc(C)cc(Cn2cc(CN3CC(N4CCCCC4)CS3(=O)=O)nn2)c1 (stereo unspecified)	2	5	-6	·	1	·	2	0	·
CN(Cc1ccccc1)S(=O)(=O)c1cccc2cccnc12	-13	1	-7	6	-2	-5	1	-1	-7
COCCNC(=S)N(CCc1c(C)[nH]c2ccc(F)cc12)Cc1cccnc1	7	-4	15	11	-1	2	1	2	-4
O=C(NCC1CCCO1)C1CCN(S(=O)(=O)c2cccc3cccnc23)CC1 (stereo unspecified)	-18	-3	-3	0	1	-4	3	3	-7
COc1ccc(-c2csc(C(C)(O)c3cccc(F)c3)n2)cc1 (stereo unspecified)	37*	-11	8	2	-1	-3	4	0	-6
COc1cccc(S(=O)(=O)N(C)C[C@@H]2OCc3cnnn3CCCC(=O)N([C@@H](C)CO)C[C@@H]2C)c1	-8	-3	5	-2	0	-5	1	0	-3

Some of the entries above in another layout:
Cc1ccc(N/N=C(/Sc2nnnn2-c2ccccc2)C(=O)c2ccccc2)cc1
  M4 antag: -1; M5 PAM: -2; M5 antag: 2; M1 PAM: 7; M5 ag: -1; M1 ag: -6; M4 ag: -2; TAAR1 agonist: -1; CHRM1 antagonist: 2
COc1ccc(OC)c2nc3c(C(=O)NCCN(C)C)cccc3nc12
  M4 antag: 3; M5 PAM: -7; M5 antag: 15; M1 PAM: 0; M5 ag: -2; M1 ag: -9; M4 ag: 0; TAAR1 agonist: 4; CHRM1 antagonist: 5
CCOC(=O)C/C(N)=N/NC(=O)c1ccc(Cl)cc1Cl
  M4 antag: -2; M5 PAM: 2; M5 antag: -3; M1 PAM: -3; M5 ag: -3; M1 ag: -5; M4 ag: 0; TAAR1 agonist: 8; CHRM1 antagonist: -6
O=C(NCC(c1ccc(F)cc1)N1CCOCC1)c1ccc(Br)o1 (stereo unspecified)
  M4 antag: 0; M5 PAM: 1; M5 antag: 0; M1 PAM: 10; M5 ag: 0; M1 ag: -2; M4 ag: 6; TAAR1 agonist: 9; CHRM1 antagonist: -4

Following part
SMILES	M4 antag	M5 PAM	M5 antag	M1 PAM	M5 ag	M1 ag	M4 ag	TAAR1 agonist	CHRM1 antagonist
CN(NS(=O)(=O)c1ccccc1)C(=O)c1ccccc1	4	-4	15	7	1	-2	1	3	-8
CC(C)C(=O)N1CCC1(C)C(=O)Nc1cc(-c2ccccc2)nn1C (stereo unspecified)	-6	-3	2	9	1	-2	1	0	-17
Cc1ccc2[nH]c(=O)c(C(c3nnnn3CCc3ccccc3)N3CCOCC3)cc2c1 (stereo unspecified)	-14	2	-6	6	-6	-4	1	4	-7
CC(C)CC(=O)NC(=S)Nc1ccc(S(=O)(=O)N2CCCC2)cc1	4	-5	2	-4	-6	-13	1	1	0
COc1ccc(C2=NN(C(=O)CCC(=O)O)C(c3ccc([N+](=O)[O-])cc3)C2)cc1 (stereo unspecified)	-1	-2	18	14	-4	-1	1	6	-25
COc1cc2ccccc2cc1C(=O)OCC(=O)N(C)c1c(N)n(Cc2ccccc2)c(=O)[nH]c1=O	3	12	-8	5	-1	-2	1	0	-10
O=C1N/C(=C/c2cccs2)C(=O)N1Cc1ccc(F)cc1	3	5	6	4	0	-4	0	4	1
CN1OCC(S(=O)(=O)c2ccccc2)C1c1ccccc1 (stereo unspecified)	-5	-2	-7	-1	-3	-5	1	12	11
CSc1ccc(CCNC(=O)Cn2ncc3c([nH]c4ccccc43)c2=O)cc1	16	-3	19	4	-4	-2	2	0	-10
CC(C)(C)NC(=O)Cn1nnc(-c2cccs2)n1	11	4	6	-4	-3	-4	1	3	-2
O=C(Nc1ccccc1)N1CCCN(c2c(Cl)cncc2Cl)CC1	-2	-4	13	-2	-3	-4	1	1	11
O=C(NCc1ccco1)c1cc(S(=O)(=O)N2CCCCC2)ccc1Cl	2	6	1	11	1	-4	2	14	-12
Cc1cc(=O)[nH]c(N/N=C/c2ccc(OC(=O)c3cccnc3)cc2)n1	-4	-5	2	15	3	-1	2	2	-8
CC1=CC2=NC(=O)/C(=C\c3cccn3CCOc3cccc(C)c3)C(=N)N2O1	-4	-7	2	5	-1	-4	5	0	-2
COc1ccc(CN2C[C@@H](CO)O[C@@H](n3cnc4c(N5CCN(C)CC5)ncnc43)C2)cc1	2	-3	5	9	1	-5	1	2	-21
Cc1ccc(NC(=S)N2CCC(c3ccc(C)cc3)C2)cc1 (stereo unspecified)	4	-8	9	4	-7	-4	-1	-2	-10
COc1ccc(N2CCN(c3c(S(=O)(=O)c4ccccc4)cnc4ccc(OC)cc34)CC2)cc1	22	-14	20	-15	-3	-5	4	-1	14
CN(Cc1ccccc1)S(=O)(=O)c1ccc(Cl)c(C(=O)NCc2cccnc2)c1	-7	-7	-4	1	1	-3	8	3	-6
CCOC(=O)c1c(C)oc2cc(Br)c(OC(=O)N3CCOCC3)cc12	-7	1	-2	-2	-2	-4	0	0	9
O=C(OCC12CC3CC(CC(C3)C1)C2)c1ccc(NCc2cc(O)ccc2O)cc1	21	9	15	-7	21	2	4	10	14
CC(=O)N1CCN(c2nc(-c3cccs3)nc3ccccc23)CC1	-8	-4	11	5	-2	-4	8	7	-7
CC(C)c1ccc(NC2CCCN(C(=O)CCN3CCOCC3)C2)cc1 (stereo unspecified)	10	-1	5	-2	-3	-5	0	0	-2
C[C@H](Nc1ccc(C(F)(F)F)cc1[N+](=O)[O-])C(=O)O	-1	11	-3	7	4	-1	0	-2	-9
CCCCNC(=O)N(O)C1N(/N=C/c2ccccc2OC)C(=S)SC1(C)C (stereo unspecified)	19	-1	6	2	-3	-5	0	0	-2
N#CCCN(C(=O)CSc1nc2ccccc2c(=O)[nH]1)c1ccc(F)cc1	3	9	-5	4	0	-3	1	5	-5
Cc1ccc(P(C)(=O)c2ccc(C)cc2)cc1	-3	4	-7	5	-3	-3	1	1	0
COCCN(C(=O)CSc1nc2ccc(OC)cc2[nH]1)c1c(N)n(Cc2ccccc2)c(=O)[nH]c1=O	-19	-1	1	6	-3	-4	2	1	-10
CCOC(=O)/C(=N\Nc1ccc(OC)cc1)c1csc(Nc2ccccc2)n1	0	17	-13	5	14	-2	0	3	-8
CCO/C=C1\C(=O)N(CC)c2ccccc21	4	-7	5	-1	1	-4	0	1	4
